IL1B secr inh – qHTS for Inhibitors of Inflammasome Signaling: IL-1-beta AlphaLISA Primary Screen; THP-1 LPS/ATP IL-1B secretion, AlphaLISA, 16 h; stronger effect = lower value; activity change, % at 57.5 µM; 4.7% of 360,000 active; in the data active means activity change below about -50%; inconclusive means mostly about -30% to -49%
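Secreted IL-1B measured by AlphaLISA bead assay after 16 h compound exposure of THP-1 cells; compounds (final up to 57.5 uM) added 1 h before LPS (250 ng/mL) and ATP (1.25 mM) stimulation; lower signal means less secretion.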
Starred values were filed as active, the others as inactive; ? = inconclusive. On the % scale 0 is the no-effect control and ±100 the full control effect. Only part of the results is shown, so the mix of outcomes need not match the whole.

#	IL1B secr inh	structure
1	?	COC(=O)[C@]12CCCCC=C1N(CCc1ccc(OC)c(OC)c1)C(=O)[C@H](CC(=O)N1CCCC1)C2
2	4	O=C(C(=O)N1CCN(c2ccccc2)CC1)c1cccc(Br)c1
3	12	O=C(C[C@H]1C=C[C@H](NC(=O)Nc2ccccc2F)[C@@H](CO)O1)NCc1ccc(-c2ccccc2)cc1
4	7	COC(=O)C[C@@H]1C=C[C@@H](NC(=O)C2CCC2)[C@@H](CO)O1
5	-12	COc1ccc(NC(=O)c2cc(-c3sc(NC(=O)c4ccccc4)nc3C)n(CCO)n2)cc1
6	-9	CCOC(=O)C[C@@H]1OC[C@H](Cc2ccccc2)N1S(=O)(=O)c1ccc(C)cc1
7	-10	COC(=O)C[C@H]1CC[C@H](NC(=O)Nc2ccccc2OC)[C@@H](CO)O1
8	?	N#Cc1ccc(C(C(=O)NC2CCCCC2)n2c(=O)c(-c3ccco3)nc3ccccc32)cc1 (centres undefined)
9	-53*	CCc1c(-c2ccccc2OC)ncn1Cc1cccc(-c2ccccc2)c1
10	-3	Cc1ccc(S(=O)(=O)N2C3CCCCC3O[C@H]2CC(=O)c2ccccc2)cc1 (some centres undefined)
11	0	CC(C)(C)C(C(=O)NCc1ccccc1)N1CCN(C(=O)C2CCCO2)CC1 (centres undefined)
12	1	CCCCCCCCCc1conc1C(=O)/C=C/c1ccco1
13	-21	Cc1ccc(OCc2nc3ccccc3n2C(C(=O)NC(C)(C)C)c2ccncc2)cc1 (centres undefined)
14	-15	Cc1ccc(C)c(N2CCN(C(C(=O)NC3CCCC3)C(C)C)CC2)c1 (centres undefined)
15	-10	C=CCNC(=O)c1cc(-c2ccccc2)sc1N
16	6	COC(=O)[C@]12CCCCC=C1N(Cc1ccc3c(c1)OCO3)C(=O)[C@H](CC(=O)N1CCCC1)C2
17	0	Cn1cc([C@]2(O)C(=O)Nc3ccc(OC(F)(F)F)cc32)c2ccccc21
18	0	O=C(NCCc1ccccc1F)C1C(=O)Nc2ccccc2C(=O)N1C1CCCCC1 (centres undefined)
19	10	CC1(C(=O)NCc2ccccc2)CN(S(C)(=O)=O)CC(=O)N1CCc1c[nH]c2ccccc12 (centres undefined)
20	-27	Cc1cc(C)c2cc(C#N)c(NCCNC(=O)c3ccccc3)nc2c1
21	5	COC(=O)[C@@]12C[C@@H](CC(=O)N3CCN(C(=O)C4CC4)CC3)C(=O)N(Cc3ccc4c(c3)OCO4)C1=CCC(C)(C)C2
22	-1	Cc1ccc(S(=O)(=O)N2[C@@H](Cc3ccccc3)CO[C@H]2CC(=O)OCc2ccccc2)cc1
23	-12	CCc1ccccc1CC1CN(Cc2ccccc2)Cc2ccccc2N1c1ccc(OC)cc1 (centres undefined)
24	-66*	CCC(c1nc2ccccc2[nH]1)n1c(=O)c(-c2ccco2)nc2ccccc21 (centres undefined)
25	?	CCC(c1nc2ccccc2[nH]1)n1c(-c2ccnc(Cl)c2)nc2ccccc21 (centres undefined)
26	2	COc1cc(C(=O)C(=O)N2CCC(Cc3ccccc3)CC2)cc2ccccc12
27	0	Cc1cccc(C)c1N1C(=O)c2ccccc2NC(=O)C1C(=O)NCCc1ccccc1F (centres undefined)
28	7	Cc1cccc(C)c1NC(=O)C(c1cccc2ccccc12)n1c(=O)c(-c2ccco2)nc2ccccc21 (centres undefined)
29	19	CCOC(=O)[C@]12CCCC=C1N(CCc1ccc(OC)c(OC)c1)C(=O)[C@H](CC(=O)N1CCN(C(=O)C3CC3)CC1)C2
30	10	CCC(CC)C(C(=O)NCc1ccccc1)N1CCN(C(=O)C2CCCO2)CC1 (centres undefined)
31	0	CC(C)N1C(=O)c2ccccc2NC(=O)C1C(=O)NCc1cccs1 (centres undefined)
32	7	O=C(Nc1ccc(F)cc1)C(c1ccccc1OC(F)(F)F)N1CCN(C(=O)c2ccco2)CC1 (centres undefined)
33	12	COC(=O)[C@@]12C[C@@H](CC(=O)N3CCN(C(=O)C4CC4)CC3)C(=O)N(CCc3ccc(OC)c(OC)c3)C1=CCC(C)(C)C2
34	5	O=C(C(=O)N1CCC(c2ccccc2)CC1)c1ccc(F)c(F)c1
35	21	COC(=O)C[C@@H]1OC[C@H](C(C)C)N1S(=O)(=O)c1ccc(C)cc1
36	1	CCOC(=O)CC1(CC)Oc2ccccc2N1S(=O)(=O)c1ccc(C)cc1 (centres undefined)
37	46	Cc1cccc(C)c1NC(=O)C(c1ccc(C(F)(F)F)cc1)n1c(=O)c(-c2ccccc2)nc2ccccc21 (centres undefined)
38	-55*	COC(=O)[C@@]12C[C@@H](CC(=O)NCCC(C)C)C(=O)N(Cc3ccc4c(c3)OCO4)C1=CCC(C)(C)C2
39	11	C#CCNC(=O)C[C@@H]1C[C@@]2(C(=O)OC)CCCCC=C2N(Cc2ccc3c(c2)OCO3)C1=O
40	?	CCCCNC(=O)C[C@@H]1C[C@@]2(C(=O)OC)CC(C)(C)CC=C2N(CCc2ccc(OC)c(OC)c2)C1=O

Shown as tab-separated lines: entries from further up.
cpd	Compound	IL1B secr inh
1	COC(=O)[C@]12CCCCC=C1N(CCc1ccc(OC)c(OC)c1)C(=O)[C@H](CC(=O)N1CCCC1)C2	?
11	CC(C)(C)C(C(=O)NCc1ccccc1)N1CCN(C(=O)C2CCCO2)CC1 (centres undefined)	0
13	Cc1ccc(OCc2nc3ccccc3n2C(C(=O)NC(C)(C)C)c2ccncc2)cc1 (centres undefined)	-21

Continued:
#	IL1B secr inh	structure
41	-5	CC1(C(=O)Nc2ccc3c(c2)OCCO3)CN(S(C)(=O)=O)CC(=O)N1Cc1cccc(C(F)(F)F)c1 (centres undefined)
42	7	Cc1cccc(C)c1NC(=O)C(c1cc2ccccc2o1)N1CCN(C)CC1 (centres undefined)
43	-18	COC(=O)[C@]12CCCCC=C1N(Cc1ccc3c(c1)OCO3)C(=O)[C@H](CC(=O)NCc1cccc(C(F)(F)F)c1)C2
44	-8	COC(=O)[C@@]12C[C@@H](CC(=O)N3CCC(c4ccccc4)CC3)C(=O)N(Cc3ccco3)C1=CCC(C)(C)C2
45	30	O=C(NCCc1ccccc1)C1C(=O)Nc2ccccc2C(=O)N1C1CCCCC1 (centres undefined)
46	5	O=C(Nc1c(-c2ccccc2)[nH][nH]c1=O)c1cccs1
47	11	O=C1Nc2ccccc2-n2nnnc2C1N1CCN(c2ccc(F)cc2)CC1 (centres undefined)
48	16	COc1cccc(S(=O)(=O)Nc2ccc3c(c2)C(=O)N(C)C[C@H](OC)[C@H](C)CN[C@@H](C)CO3)c1
49	0	COC(=O)[C@]12CCCCC=C1N(CCc1ccc(OC)c(OC)c1)C(=O)[C@H](CC(=O)NCCCN1CCCC1=O)C2
50	2	COC(=O)C(C(=O)OC)c1ncccc1NS(=O)(=O)c1ccc(C)cc1
51	19	CC1(C(=O)NCc2ccccc2)CN(S(C)(=O)=O)CC(=O)N1Cc1ccc2c(c1)OCO2 (centres undefined)
52	-3	CCCCCNC(=O)C(c1ccc(C#N)cc1)n1c(=O)c(-c2ccco2)nc2ccccc21 (centres undefined)
53	-20	CCOC(=O)[C@]12CCCC=C1N(CCc1ccc(OC)c(OC)c1)C(=O)[C@H](CC(=O)NCC13CC4CC(CC(C4)C1)C3)C2
54	-8	COc1ccc([N+](=O)[O-])cc1CN1CCN(c2ncc(Cc3ccccc3)cn2)CC1
55	?	COc1ccc(C(C(=O)Nc2ccc(F)cc2)N2CCN(c3cccc(C(F)(F)F)n3)CC2)cc1 (centres undefined)
56	24	COCCNC(=O)C1C(=O)Nc2ccccc2C(=O)N1c1ccc2c(c1)OCCO2 (centres undefined)
57	0	COc1ccc(NC(=O)N[C@H]2C=C[C@@H](CC(=O)NC3CCC3)O[C@@H]2CO)cc1
58	5	CCc1c(-c2ccc(F)cc2)ncn1Cc1cccc(-c2ccccc2)c1
59	-7	O=C(NCCOc1ccccc1)C1C(=O)Nc2ccccc2C(=O)N1C1CCCCC1 (centres undefined)
60	21	O=C(C[C@H]1CC[C@@H](NS(=O)(=O)c2ccccc2)[C@@H](CO)O1)NCc1ccc(Cl)c(Cl)c1

Shown as a hit in IL1B secr inh, of those listed so far:
#	IL1B secr inh	structure
9	-53*	CCc1c(-c2ccccc2OC)ncn1Cc1cccc(-c2ccccc2)c1
24	-66*	CCC(c1nc2ccccc2[nH]1)n1c(=O)c(-c2ccco2)nc2ccccc21 (centres undefined)
38	-55*	COC(=O)[C@@]12C[C@@H](CC(=O)NCCC(C)C)C(=O)N(Cc3ccc4c(c3)OCO4)C1=CCC(C)(C)C2

Individual results from the list.
Value of cpd 36 under IL1B secr inh: 1
Value of cpd 10 under IL1B secr inh: -3
Value of cpd 59 under IL1B secr inh: -7

(listing goes on)
#	IL1B secr inh	structure
61	37	O=C(NCc1ccccc1)C(c1ccc(C(F)(F)F)cc1)n1c(=O)c(-c2ccccc2)nc2ccccc21 (centres undefined)
62	-22	CCc1c(-c2ccccc2)ncn1Cc1cccc(-c2ccccc2)c1
63	-10	CCCCNC(=O)C[C@@H]1C[C@@]2(C(=O)OC)CC(C)(C)CC=C2N(Cc2cccc3ccccc23)C1=O
64	-4	Cc1ccc(S(=O)(=O)Nc2ccccc2C(C(=O)OC(C)(C)C)C(=O)OC(C)(C)C)cc1
65	?	O=C(C[C@@H]1CC[C@@H]2[C@H](COC[C@H](O)CN2S(=O)(=O)c2ccccc2)O1)Nc1ccccc1
66	18	O=C(Nc1ccc(F)cc1)C(CCc1ccccc1)N1CCN(Cc2c(F)cccc2Cl)CC1 (centres undefined)
67	-4	O=C(C(=O)N1CCC(c2ccccc2)CC1)c1cccc([N+](=O)[O-])c1
68	?	CCCCCCCCN1C(=O)[C@H](CC(=O)N2CCOCC2)C[C@@]2(C(=O)OC)CC(C)(C)CC=C12
69	31	CC(C)NC(=O)C1(C)CN(S(C)(=O)=O)CC(=O)N1C1CCN(Cc2ccccc2)CC1 (centres undefined)
70	20	COC1=CC(=O)OC(c2cccc([N+](=O)[O-])c2)C1 (centres undefined)
71	68	COC(=O)C1=CN(c2ccc3c(c2)OCO3)C(N)=C(C#N)C1c1ccc(-c2ccccc2)cc1 (centres undefined)
72	-13	O=C(NCc1ccccc1)C(c1ccncc1)n1c(=O)c(-c2ccccc2)nc2ccccc21 (centres undefined)
73	-6	O=C1Nc2ccccc2C(=O)N(C2CCCC2)C1C(=O)NC1CC1 (centres undefined)
74	75	O=C(NCc1ccccc1)C(c1ccc(C(F)(F)F)cc1)n1c(=O)c(-c2cc3ccccc3[nH]2)nc2ccccc21 (centres undefined)
75	0	COc1ccc(C(C(=O)NC2CCCC2)n2c(-c3cccs3)nc3ccccc32)cc1 (centres undefined)
76	-11	O=C(NCc1ccccc1)C(c1ccc(-c2ccccc2)cc1)N1CCN(C(=O)C2CCCO2)CC1 (centres undefined)
77	-2	CN(C)c1ccc(C(=O)C(=O)N2CCN(c3ccccc3)CC2)cc1
78	0	COc1cccc(S(=O)(=O)N2C[C@H](O)COC[C@H]3O[C@@H](CC(=O)N4CCN(C)CC4)CC[C@@H]32)c1
79	-51*	COC(=O)[C@@]12C[C@@H](CC(=O)N3CCN(C(=O)c4ccco4)CC3)C(=O)N(CCc3ccc(OC)c(OC)c3)C1=CCC(C)(C)C2
80	?	CCCCNC(=O)c1cc(-c2ccccc2)sc1N

Arranged by the number under IL1B secr inh (falling): 3 of the compounds above.
#	IL1B secr inh	structure
64	-4	Cc1ccc(S(=O)(=O)Nc2ccccc2C(C(=O)OC(C)(C)C)C(=O)OC(C)(C)C)cc1
76	-11	O=C(NCc1ccccc1)C(c1ccc(-c2ccccc2)cc1)N1CCN(C(=O)C2CCCO2)CC1 (centres undefined)
79	-51*	COC(=O)[C@@]12C[C@@H](CC(=O)N3CCN(C(=O)c4ccco4)CC3)C(=O)N(CCc3ccc(OC)c(OC)c3)C1=CCC(C)(C)C2

(listing goes on)
#	IL1B secr inh	structure
81	-4	Cc1cc2c(cc1C)-n1nnnc1C(N1CCN(C(=O)OCc3ccccc3)CC1)C(=O)N2 (centres undefined)
82	-14	Cc1cc(N2CCN(C(C(=O)NC3CCCC3)c3ccco3)CC2)c2ccccc2n1 (centres undefined)
83	-21	CCOC(=O)N1CCN(C(=O)C[C@@H]2C[C@@]3(C(=O)OCC)CCCC=C3N(CCc3ccc(OC)c(OC)c3)C2=O)CC1
84	0	COCCCNC(=O)C[C@@H]1C[C@@]2(C(=O)OC)CC(C)(C)CC=C2N(Cc2ccco2)C1=O
85	23	CCOC(=O)C1=CCC(c2ccc(N(CC)CC)cc2)N(S(=O)(=O)c2ccc(C)cc2)C1c1ccc([N+](=O)[O-])cc1 (centres undefined)
86	23	COC(=O)C[C@H]1C=C[C@H](NC(=O)C2CCOCC2)[C@@H](CO)O1
87	51	Cc1ccc(S(=O)(=O)N2CC3C(=O)CC(c4ccccc4)N(S(=O)(=O)c4ccc(C)cc4)C3CC2c2cccc(Cl)c2)cc1 (centres undefined)
88	-24	CC(=O)/C=C1\OCc2cc(OCc3ccccc3)ccc21
89	17	O=C(Nc1ccc(F)cc1)C(c1ccnc2ccccc12)N1CCN(CC(=O)N2CCCC2)CC1 (centres undefined)
90	?	O=C(Nc1ccc(F)cc1)C(c1cccc(F)c1)N1CCN(c2cccc(C(F)(F)F)n2)CC1 (centres undefined)
91	8	Cc1ccc(-c2c(N)nc3ncccn23)cc1
92	-8	COC1=CC(=O)OC(c2cccc(C(F)(F)F)c2)C1 (centres undefined)
93	64	O=C(NCc1ccccc1)C(c1cc2ccccc2o1)n1c(=O)c(-c2cc3ccccc3[nH]2)nc2ccccc21 (centres undefined)
94	33	CC(C)(C)NC(=O)C(c1ccc(C(F)(F)F)cc1)n1c(=O)c(-c2ccccc2)nc2ccccc21 (centres undefined)

Source: PubChem BioAssay
